# GDH-TPI counter: inhibits GDH-TPI coupling enzymes, artifact for Mtb FBA screen; inhibition, % at 4.8 µM; GDH-TPI coupled enzyme counterscreen, NADH absorbance; actives 1.2% (n = 360,000); in the data active = inhibition above about 30%;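 also: 0% = DMSO wells and 100% = wells lacking the enzyme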
# UGM FP inh: Mtb UDP-galactopyranose mutase inhibition; purified UGM, fluorescence polarization probe displacement; inhibition, % at 10 µM; actives 0.06% (n = 320,000); in the data active = inhibition above about 10%, passing the limit was not always enough; inconclusive = no clear call, values can overlap the other calls
# Target sequence (P9WIQ1 whole entry, looked up): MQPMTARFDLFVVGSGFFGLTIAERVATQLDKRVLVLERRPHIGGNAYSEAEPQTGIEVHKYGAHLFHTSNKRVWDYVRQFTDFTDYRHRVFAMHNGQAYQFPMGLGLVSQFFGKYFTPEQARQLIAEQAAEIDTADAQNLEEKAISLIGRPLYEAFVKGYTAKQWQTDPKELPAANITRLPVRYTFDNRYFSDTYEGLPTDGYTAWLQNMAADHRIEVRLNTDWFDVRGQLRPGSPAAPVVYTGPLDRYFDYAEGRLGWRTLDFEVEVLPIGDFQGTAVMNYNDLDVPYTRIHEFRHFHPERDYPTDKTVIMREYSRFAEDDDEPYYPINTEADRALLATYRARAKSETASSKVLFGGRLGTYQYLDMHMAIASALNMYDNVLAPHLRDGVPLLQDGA
# BioA inh: inhibitors of Mycobacterium tuberculosis BioA enzyme; purified M. tuberculosis BioA enzyme, plate reader; inhibition, % at 9.99 µM; actives 0.096% (n = 360,000); AID 602481; in the data active = inhibition above about 40%; inconclusive = no clear call, values can overlap the other calls
# PfHsp40 rescue: restores yeast growth despite PfHsp40 toxicity. S. cerevisiae expressing PfHsp40, growth rescue, ATP luminescence. growth rescue, % at 12.5 µM. actives 0.68% (n = 340,000). AID 504582; in the data active = growth rescue above about 28%, passing the limit was not always enough; inconclusive = no clear call, values can overlap the other calls;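 also: yeast W303a lacking pdr1 and pdr3 grown in galactose medium; growth measured after three days at 30 °C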
# BoNT-F LC inh: BoNT F light chain protease inhibition | Multiplex microsphere protease cleavage assay, flow cytometry | inhibition, % at 10 µM | actives 0.22% (n = 360,000) | AID 588497; in the data active = inhibition above about 35%, passing the limit was not always enough; inconclusive = no clear call, values can overlap the other calls; also: plate controls were buffer without enzyme for full effect and enzyme alone for no effect
# BoNT A protease: BoNT A light chain protease inhibition; multiplex microsphere protease substrate cleavage, flow cytometry; inhibition, % at 10 µM; actives 0.17% (n = 360,000); AID 588499; also: plate controls were buffer without enzyme for full effect and enzyme alone for no effect
# Mtb FBA inh: inhibitors of M. tuberculosis fructose-bisphosphate aldolase. P9WQA3. purified M. tuberculosis FBA, fluorescence read-out. inhibition, % at 1 µM. actives 2.3% (n = 360,000). AID 588726; in the data active = inhibition above about 27%;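 also: 0% = vehicle and 100% = reference inhibitor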
# Target sequence (P9WQA3 whole entry, looked up): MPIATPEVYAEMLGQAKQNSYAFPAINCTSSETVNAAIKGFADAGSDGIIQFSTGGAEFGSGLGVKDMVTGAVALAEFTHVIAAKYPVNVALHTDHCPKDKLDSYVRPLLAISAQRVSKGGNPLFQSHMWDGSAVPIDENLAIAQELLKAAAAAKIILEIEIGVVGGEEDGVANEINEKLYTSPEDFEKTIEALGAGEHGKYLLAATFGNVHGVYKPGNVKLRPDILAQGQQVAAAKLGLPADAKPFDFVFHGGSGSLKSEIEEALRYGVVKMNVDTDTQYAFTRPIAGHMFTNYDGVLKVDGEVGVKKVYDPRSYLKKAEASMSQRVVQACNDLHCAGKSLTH
# Anthrax LF prot: blocks Bacillus anthracis lethal factor protease; P15917; multiplex microsphere protease cleavage assay, LF; inhibition, % at 10 µM; actives 0.12% (n = 360,000); also: plate controls were buffer without enzyme for full effect and enzyme alone for no effect
# FadD28 binding: M. tuberculosis FadD28 bisubstrate binding inhibition. FadD28 bisubstrate probe binding, fluorescence polarization. inhibition, % at 12.5 µM. actives 0.22% (n = 360,000); in the data active = inhibition above about 8.5%, passing the limit was not always enough; inconclusive = no clear call, values can overlap the other calls
# An asterisk follows results filed as active; ? = inconclusive; nt = no result given. Rule as the data show it, unless noted: active = inhibition above about 30%; inconclusive = no clear call, values can overlap the other calls; inactive = below that.
SMILES,GDH-TPI counter,UGM FP inh,BioA inh,PfHsp40 rescue,BoNT-F LC inh,BoNT A protease,Mtb FBA inh,Anthrax LF prot,FadD28 binding
O=C(Nc1nnc(COc2ccc(F)cc2)s1)c1ccco1,-1,0.1,0.3,nt,5,7.2,0,?,-5.0
CCOC(=O)c1cnc2c(cnn2C)c1Cl,5,-2.7,nt,1.0,3,0.5,7,-1,-1.2
COC(=O)c1ccc(CN2[C@H](C(=O)OC)C[C@@]3(O)[C@@H](O)[C@@H](O)[C@@H](O)C[C@@H]23)cc1,-1,-1.2,0.0,-0.5,0,-0.1,0,2,-3.3
Cc1ccc(C(=O)N2CCCC(c3nc4c(nnn4Cc4ccccc4)c(=O)[nH]3)C2)cc1 (configuration not stated),1,-1.8,nt,-0.5,1,1.3,-1,-2,-0.9
C#CCN(C(=O)c1cc(COc2cccc(C(F)(F)F)c2)on1)C1CCCCC1,5,0.1,-0.5,5.3,-5,-0.9,-3,2,-5.9
CC1(C)CC(=O)C2=C(C1)NC(=O)CC2c1cc(F)ccc1F (configuration not stated),-4,-1.1,-0.6,-1.3,4,-0.2,2,0,-2.7
O=C(/C=C/[C@H]1O[C@@H](n2ccc(=O)[nH]c2=O)[C@H](O)[C@@H]1O)NCCc1cccs1,nt,nt,-0.9,nt,9,1.0,-1,3,-0.4
Cc1c(NC(=O)CN2CCC(C(N)=O)CC2)cccc1[N+](=O)[O-],-7,3.8,nt,1.1,4,-0.5,0,-6,-3.9
COc1ccc(-c2cc3ccccc3oc2=O)cc1NC(=S)NC(=O)c1ccc2c(c1)OCCO2,-1,-2.1,-0.9,-1.2,-3,0.0,1,-3,-3.2
Cc1n[nH]c(=O)c2c(NC(=O)CSc3ccc(Br)cc3)oc(C)c12,-4,4.2,nt,0.2,0,1.6,-4,2,-1.6
COc1ccc(C2=NN(C(=O)CSC3=NN4CCCC(=O)N=C4S3)C(c3cccc(OC)c3OC)C2)cc1 (configuration not stated),12,1.0,-1.7,-1.6,-12,-0.2,-1,-5,-1.2
Cc1ccc(NC(=O)Nc2ccno2)cc1,8,4.2,1.0,nt,18,1.4,3,-5,-0.8
Cc1cccc(CN2CCN(CC(=O)NCc3ccc(F)cc3)C2=O)c1,4,-0.2,-1.0,-1.1,-7,-1.2,6,-14,1.5
N/C(=N\OC(=O)c1ccco1)c1cccc([N+](=O)[O-])c1,16,-2.8,nt,0.3,1,-0.1,-2,1,0.8
CC(C)(C)NC(=O)/C(=C\c1ccco1)NC(=O)c1cccs1,10,-1.6,-0.6,-0.7,6,1.6,0,2,-1.8
COc1ccccc1NC(=O)CSc1n[nH]c(-c2ccccn2)n1,5,2.9,nt,-1.3,-4,-5.2,-2,4,-1.0
NC(=O)NC1(C(=O)O)CCCC1,13,nt,-0.6,-0.2,10,0.0,3,-5,-0.5
O=c1oc2ccccc2cc1-c1nc(-c2ccccc2)no1,19,-0.6,-2.9,0.6,0,-0.8,11,-7,0.6
CCN(CC)CCOc1ccc(-c2c(C)c3c(ccc4ccccc43)oc2=O)cc1,9,nt,-5.3,nt,2,0.2,4,3,0.0
COc1ccc(N2CCN(C(=O)c3ccccc3NS(=O)(=O)c3ccccc3)CC2)cc1,-7,3.5,-0.7,2.2,1,-3.0,2,1,1.1
CCOc1ccc(NC(=O)CSc2nncc(=O)[nH]2)cc1,-3,-1.0,-1.0,1.4,-6,-2.6,-1,-2,0.8
CC(C)(C)NC(=O)c1cccc(NC(=O)CSc2ccccc2)c1,0,1.4,0.7,-1.0,0,0.5,2,0,-0.8
CN1CCN(c2sc(S(C)(=O)=O)nc2S(=O)(=O)c2ccc(Cl)cc2)CC1,13,1.1,0.0,-0.3,12,6.1,-3,3,-2.7
CC(=O)N/C(=C\c1ccccc1)C(=O)OCC(=O)NC1CCS(=O)(=O)C1 (configuration not stated),0,-0.7,-0.8,-1.4,3,1.5,-1,5,-4.0
O=C1CCCN1CCCN1CC(C(=O)N(CCO)Cc2ccccc2)CCC1=O (configuration not stated),-6,-1.1,0.3,0.2,0,-1.8,0,-2,-4.6
Cc1ccc(N2CC(C(=O)N3CCC(C(=O)Nc4nnc(C(C)(C)C)s4)CC3)CC2=O)cc1 (configuration not stated),4,0.5,-0.6,1.1,7,-0.1,1,-4,-1.6
c1ccc(-c2nc3nonc3c3nc4ccccc4n23)cc1,10,0.8,nt,-0.1,12,0.7,14,-4,0.1
C=CCn1c(=O)c(C(=O)NCc2ccc3c(c2)OCO3)c(O)c2ccccc21,1,-1.5,-0.7,6.2,9,0.2,2,-2,1.6
COc1cc2ccccc2cc1C(=O)OCC(=O)NC1CCS(=O)(=O)C1 (configuration not stated),2,3.2,nt,-0.3,-4,-0.3,14,-4,1.6
O=C(Nc1ccn(-c2ccccc2)n1)c1ccccc1Br,3,-1.5,0.7,0.2,-4,-0.1,2,0,-0.7

# Arranged by length of the SMILES (lowest first): some entries from above
SMILES,GDH-TPI counter,UGM FP inh,BioA inh,PfHsp40 rescue,BoNT-F LC inh,BoNT A protease,Mtb FBA inh,Anthrax LF prot,FadD28 binding
O=C(Nc1ccn(-c2ccccc2)n1)c1ccccc1Br,3,-1.5,0.7,0.2,-4,-0.1,2,0,-0.7
c1ccc(-c2nc3nonc3c3nc4ccccc4n23)cc1,10,0.8,nt,-0.1,12,0.7,14,-4,0.1
CCOc1ccc(NC(=O)CSc2nncc(=O)[nH]2)cc1,-3,-1.0,-1.0,1.4,-6,-2.6,-1,-2,0.8
COc1ccccc1NC(=O)CSc1n[nH]c(-c2ccccn2)n1,5,2.9,nt,-1.3,-4,-5.2,-2,4,-1.0
CC(C)(C)NC(=O)/C(=C\c1ccco1)NC(=O)c1cccs1,10,-1.6,-0.6,-0.7,6,1.6,0,2,-1.8
Cc1cccc(CN2CCN(CC(=O)NCc3ccc(F)cc3)C2=O)c1,4,-0.2,-1.0,-1.1,-7,-1.2,6,-14,1.5
COc1cc2ccccc2cc1C(=O)OCC(=O)NC1CCS(=O)(=O)C1 (configuration not stated),2,3.2,nt,-0.3,-4,-0.3,14,-4,1.6
CCN(CC)CCOc1ccc(-c2c(C)c3c(ccc4ccccc43)oc2=O)cc1,9,nt,-5.3,nt,2,0.2,4,3,0.0
C=CCn1c(=O)c(C(=O)NCc2ccc3c(c2)OCO3)c(O)c2ccccc21,1,-1.5,-0.7,6.2,9,0.2,2,-2,1.6
CC(=O)N/C(=C\c1ccccc1)C(=O)OCC(=O)NC1CCS(=O)(=O)C1 (configuration not stated),0,-0.7,-0.8,-1.4,3,1.5,-1,5,-4.0
COc1ccc(N2CCN(C(=O)c3ccccc3NS(=O)(=O)c3ccccc3)CC2)cc1,-7,3.5,-0.7,2.2,1,-3.0,2,1,1.1
COc1ccc(-c2cc3ccccc3oc2=O)cc1NC(=S)NC(=O)c1ccc2c(c1)OCCO2,-1,-2.1,-0.9,-1.2,-3,0.0,1,-3,-3.2
Cc1ccc(N2CC(C(=O)N3CCC(C(=O)Nc4nnc(C(C)(C)C)s4)CC3)CC2=O)cc1 (configuration not stated),4,0.5,-0.6,1.1,7,-0.1,1,-4,-1.6
COc1ccc(C2=NN(C(=O)CSC3=NN4CCCC(=O)N=C4S3)C(c3cccc(OC)c3OC)C2)cc1 (configuration not stated),12,1.0,-1.7,-1.6,-12,-0.2,-1,-5,-1.2
COC(=O)c1ccc(CN2[C@H](C(=O)OC)C[C@@]3(O)[C@@H](O)[C@@H](O)[C@@H](O)C[C@@H]23)cc1,-1,-1.2,0.0,-0.5,0,-0.1,0,2,-3.3

# Continued.
SMILES,GDH-TPI counter,UGM FP inh,BioA inh,PfHsp40 rescue,BoNT-F LC inh,BoNT A protease,Mtb FBA inh,Anthrax LF prot,FadD28 binding
Cc1ccc(NC(=O)CSc2ncn[nH]2)cc1,5,0.8,nt,-0.5,3,-1.6,-1,1,-3.6
COc1ccc(CCNC(=O)C2CCN(S(=O)(=O)c3ccc4nc5c(c(C(=O)O)c4c3)CCCC5)CC2)cc1OC,-7,2.7,-2.2,-1.1,-3,-2.3,-1,1,-2.8
Cc1ccc2c(c1)N(CC(=O)OC(CC(C)C)C(=O)NC1CCCC1)C(=O)CO2 (configuration not stated),-9,-0.3,1.1,0.8,11,0.2,0,-6,-4.0
COc1cc(/C=N/NC(=O)c2ccc(CSc3nncn3C)cc2)cc(OC)c1O,17,-1.1,nt,0.4,-4,-0.4,-4,-2,1.1
CN(CCOc1ccc(Cl)cc1)C(=O)c1cccc(S(=O)(=O)N2CCN(c3ccc(F)cc3)CC2)c1,4,nt,-1.1,0.0,-10,-1.5,1,1,-1.1
CCCc1ccc2oc(C(=O)NCCN3CCCC(O)C3)c(C)c2c1 (configuration not stated),3,nt,-1.3,-0.5,12,3.2,4,-3,-2.5
Cc1cccc(C(=O)N2CCc3c([nH]c4ccccc34)C2CC(C)C)n1 (configuration not stated),3,-0.3,nt,1.4,2,0.8,2,-1,-4.0
CCC1(C)Cc2c(sc(NC(=S)NC(=O)c3ccccc3)c2C#N)CO1 (configuration not stated),2,-1.7,nt,-0.1,-2,0.1,-1,-1,0.3
CC(=O)c1cccc(OCc2cc(C(=O)N(C)C(C)c3ccccn3)no2)c1 (configuration not stated),-10,-3.4,0.7,0.8,-9,1.1,2,0,-0.5
CC(=O)c1ccc(S(=O)(=O)Nc2ccccc2C(=O)NC2CC2)cc1,4,0.5,-1.1,-1.2,0,2.9,3,-4,-0.1
COc1ccc(CN(CCc2ccccc2)Cc2ccccc2)cc1OC,6,1.1,-2.3,1.3,10,-2.6,5,-7,1.0
Cc1cccc(C(=O)NNC(=O)c2cc3cc4ccccc4nc3s2)c1,28,0.0,-5.7,0.0,13,-0.7,3,-1,-2.1
Fc1ccccc1NC(=S)N1CCC(c2ccccc2)C1 (configuration not stated),-1,-2.3,-1.6,0.8,2,0.1,4,4,-0.6
COc1cc(C(=O)N/N=C(\C)Cc2ccccc2)cc(OC)c1OC,4,-0.8,nt,1.4,-1,-0.2,0,0,-2.9
CCCS(=O)(=O)N1CCCC(C(=O)NC2CCCC(C)C2C)C1 (configuration not stated),-4,-2.1,-0.9,-1.0,-2,0.2,2,-1,2.1
CN(C)S(=O)(=O)c1ccc(N2CCCC2)c(C(=O)Nc2nc(-c3cc(F)ccc3F)cs2)c1,10,5.9,-2.5,0.5,14,1.1,-1,0,-1.1
Nc1cccc(P(=O)(c2ccccc2)c2ccccc2)c1,-4,0.1,nt,-1.4,18,0.4,-1,10,nt
O=C(NC1CCCCC1)C(c1ccnc2ccccc12)N1CCc2ccccc2C1 (configuration not stated),nt,nt,0.6,nt,12,1.6,3,3,0.6
